Screening results: PubChem, Broad Institute
RAD54 branch = blocks human RAD54 Holliday junction branch migration | inhibition, % at 10.4 µM | Q92698 | FAM/BHQ fluorescence | hit rate 0.14% among 360,000 | AID 602329;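 active = mean normalized replicate activity at least 40 and at least half of replicates scoring 40 or more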;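 also: 0% = median of neutral control wells and 100% = median of positive control wells; inhibitors cause a drop in the FAM fluorescence signal; in these data hits start at about 50%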
PGC1a acetyl inh = modulators of PGC1a acetylation; AID 651687; inhibition, % at 15.6 µM; hit rate 0.17% among 350,000; U2OS PGC1a acetylation, AlphaScreen anti-acetyl-lysine; with virally co-expressed GCN5 acetyltransferase;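 active = every replicate shows inhibition of at least 40%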;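 also: 0% = neutral control wells and 100% = positive control wells; some results beyond the cut were filed as inactive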
ERAP1 inh = ERAP1 (human) enzyme inhibition; Q9NZ08; recombinant ERAP1, Leu-AMC fluorescence, 60 min; inhibition, % at 10.7 µM; hit rate 0.15% among 340,000;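 active = mean replicate inhibition of at least 30%, or all replicates individually reaching that 30% level; inactive = mean below 30% and not every replicate reaching it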;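 also: 0% = neutral control wells and 100% = L-leucinethiol positive control wells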
Target sequence (Q9NZ08 whole entry, looked up): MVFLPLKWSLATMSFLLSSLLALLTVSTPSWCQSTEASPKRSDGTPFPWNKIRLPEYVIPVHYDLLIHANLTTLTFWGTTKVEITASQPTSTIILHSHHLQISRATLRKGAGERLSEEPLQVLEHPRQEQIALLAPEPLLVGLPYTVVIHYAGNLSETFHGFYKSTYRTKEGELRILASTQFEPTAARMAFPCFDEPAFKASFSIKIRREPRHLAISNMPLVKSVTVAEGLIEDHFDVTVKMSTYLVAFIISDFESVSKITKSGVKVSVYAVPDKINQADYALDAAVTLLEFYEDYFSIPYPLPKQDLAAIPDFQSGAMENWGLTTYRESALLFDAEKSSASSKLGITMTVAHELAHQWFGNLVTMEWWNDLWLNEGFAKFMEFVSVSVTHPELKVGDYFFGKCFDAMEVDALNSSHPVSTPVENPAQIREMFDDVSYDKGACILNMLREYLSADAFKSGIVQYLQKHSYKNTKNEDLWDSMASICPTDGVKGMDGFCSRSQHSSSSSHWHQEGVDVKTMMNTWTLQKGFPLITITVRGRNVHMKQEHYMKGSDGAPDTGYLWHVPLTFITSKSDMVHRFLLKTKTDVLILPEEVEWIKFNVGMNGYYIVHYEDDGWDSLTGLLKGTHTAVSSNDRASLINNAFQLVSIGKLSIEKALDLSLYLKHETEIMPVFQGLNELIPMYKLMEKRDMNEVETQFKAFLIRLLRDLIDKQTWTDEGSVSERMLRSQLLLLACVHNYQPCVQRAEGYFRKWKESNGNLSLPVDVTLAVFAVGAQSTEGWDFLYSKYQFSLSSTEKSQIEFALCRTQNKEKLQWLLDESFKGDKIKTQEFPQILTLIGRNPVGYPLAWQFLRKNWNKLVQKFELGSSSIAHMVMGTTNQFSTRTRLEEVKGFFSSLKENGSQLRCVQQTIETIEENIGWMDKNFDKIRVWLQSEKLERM
Cneo AK release = causes C. neoformans cell lysis; adenylate kinase release luminescence, 4 h; normalised: neutral wells 0, clomiphene wells 100; lysis activity, % at 15 µM; hit rate 0.2% among 360,000; AID 651654;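 active = mean lysis activity across replicates of at least 80%, whatever share of replicates individually reach that level; inactive = mean lysis activity below 80%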
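Assay system: log-phase C. neoformans yeast / Quantity: yeast cell density of 5 × 10^6 cells/mL / Medium: fresh YPD growth medium / Compound: single dose / Timing: static 4 h at 37 °C with compound, 1 h detection / Measured by: adenylate kinase release luminescence / Read-out: lysis from increased AK signal / Benchmarks: Clomiphene as positive lysis control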
miR122 inh = inhibitors of miR-122 in Huh7 cells; hit rate 0.3% among 340,000; AID 602342; activation (reporter increase), % at 12.5 µM; Huh7 miR-122 Renilla luciferase sensor, 48 h; neutral wells = 0, positive control = 100;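 active = mean replicate activation score at least 90 and every replicate individually at or above 90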;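 also: higher luciferase means less miR-122 activity so hits act as miR-122 inhibitors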
RAD52 anneal inh = inhibitors of human RAD52 DNA annealing; recombinant RAD52 DNA annealing, FRET fluorescence; hit rate 0.46% among 360,000; AID 651710; inhibition, % at 18.7 µM; P43351;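 active = every replicate showing at least 50% inhibition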
E-selectin induc = induces E-selectin expression in human endothelial cells. P16581. HUVEC E-selectin immunofluorescence imaging; normalized: neutral wells 0, TNF-alpha wells 100. activation, % at 7.58 µM. hit rate 0.37% among 260,000. AID 686992;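 active = mean E-selectin-positive cell signal at least 10% of the positive control, reached in at least 60% of replicates, without over 20% cell loss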;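 also: in these data hits start at about 27%; measured in HUVEC primary endothelial cells; signal is the percent of cells scored E-selectin positive by PE staining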
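Test system: HUVEC | Signal: Immunofluorescence imaging | Read-out: Percent E-selectin-positive cells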
PglD DTNB = blocks C. jejuni PglD acetyltransferase activity; purified PglD enzyme, DTNB colorimetric CoA detection; inhibition, % at 12.5 µM; hit rate 0.098% among 360,000; in the data active = inhibition above about 16%, passing the limit was not always enough; also: strong numbers were not always called active
Active calls of the source: *; . = not tested or not shown; [ ] = dose if it differs, or a comment.

Every second line gives: PGC1a acetyl inh	PglD DTNB	RAD54 branch	miR122 inh	E-selectin induc	Cneo AK release	RAD52 anneal inh	ERAP1 inh
C[C@H]1CCCCO[C@@H](CN(C)C(=O)CCCN(C)C)[C@@H](C)CN([C@@H](C)CO)C(=O)c2cc(NC(=O)Nc3ccccc3)ccc2O1
    0	-1	14	2[16.7 µM]	-0.1	1	45	0
C[C@@H]1CCCCO[C@H](CN(C)S(=O)(=O)c2ccc(F)cc2)[C@@H](C)CN([C@H](C)CO)C(=O)c2cc(NS(=O)(=O)c3cccs3)ccc2O1
    -12	-1	1	-6[16.7 µM]	0.8	54	-4	3
CCOC(=O)COc1ccc(S(=O)(=O)N2CCN(C(=O)OCC)CC2)cc1
    -8	3	8	-8	.	-1	-9	-1
CC(C)OC(=O)c1ccc(NC(=O)c2cncc(Br)c2)cc1
    .	5	-25	.	0.0	2	-17	-1
CN1CCN(c2ccc(NC(=O)c3cc(Cl)c4c(c3)OCCO4)cc2)CC1
    11	-5	11	13	-0.1	-5	-2	2
Cc1cc(Cl)ccc1OCC(=O)N(Cc1cccs1)C1CCS(=O)(=O)C1 (configuration not stated)
    6	-8	7	0	.	-2	-8	-4
COCCN=c1scc(-c2cccs2)n1/N=C(\C)c1ccco1
    .	-2	-3	5	2.4	1	1	.
CCCCCOC(=O)CSc1nnc(-c2ccccc2)c(=O)[nH]1
    -8	8	-3	1	.	-1	.	.
COc1ccc2c3c(n(C)c2c1)[C@H](CO)N(S(=O)(=O)c1ccc(C)cc1)CC31CCN(S(=O)(=O)c2ccc(C)cc2)CC1
    0	.	.	.	-0.2	.	-5	-3
CCOc1ccc(N(CC(=O)Nc2cccnc2)S(=O)(=O)c2ccc(C)cc2)cc1
    -4	4	1	4	0.1	-1	-12	3
CO[C@H]1O[C@H](CO)[C@@H](OC(=O)Nc2ccccc2-c2ccccc2)[C@H](OC(=O)Nc2ccccc2)[C@H]1OC(=O)Nc1ccccc1
    .	-7	-2	.	.	5	-43	0
CCn1c(C)nnc1SCC(=O)NC1CCCCCC1
    -4	3	-5	0	6.2	1	-13	-3
Cc1c(NC(=O)COC(=O)c2cccc(F)c2)c(=O)n(-c2ccccc2)n1C
    .	3	-8	-1	-0.7	0	-27	-4
S=C(NCc1ccc(Cl)cc1)Nc1ccncc1
    .	0	1	.	-0.9	26	1	0
CCN(CC(=O)c1c(N)n(C)c(=O)n(C)c1=O)c1cccc2ccccc12
    11	-6	6	4	0.6	-1	.	.
COC(=O)C[C@H]1CC[C@H]2[C@@H](COc3ccc(NC(=O)Nc4ccc(Cl)cc4)cc3C(=O)N2C)O1
    -1	-7	4	-17[16.7 µM]	0.1	1	.	.
O=C(N/N=C/c1ccccn1)c1ccc([N+](=O)[O-])cc1Cl
    4	-8	-12	-3	.	-1	-21	-4
Cc1ccc(NC(=O)CNC(=O)CC23CC4CC(CC(C4)C2)C3)c(O)c1
    -19	2	-3	1	0.2	0	-14	0
COCC(=O)N1[C@H](C#N)[C@@H](c2ccccc2C2=CCCCC2)[C@H]1CO
    0	.	.	.	-0.1	.	-1	-4
CN(C)CCn1c(SCc2ccccc2C#N)nc2c(sc3ccccc32)c1=O
    -7	-4	15	-21	-0.1	0	8	2
Cc1ccc(S(=O)(=O)N(C)c2ccc(OCC(=O)Nc3nnc(C4CC4)s3)cc2)cc1
    -14	-4	1	-3	.	-2	-26	-1
COC(=O)C1CCN(C(=O)CSc2nnc(-c3ccccc3)o2)CC1
    .	1	5	-2	-0.1	-5	-4	2
COc1cccc(CN(C)CC(=O)Nc2cc(S(=O)(=O)N3CCCC3)ccc2Cl)c1OC
    .	-5	5	-3	2.1	4	-13	1
CCOC(=O)Nc1ccc2c(c1)N(C(=O)CCN1CCOCC1)c1ccccc1S2=O (configuration not stated)
    -36	1	3	-8	.	1	.	.
Nc1nc(NC(=O)c2ccco2)nn1-c1ccccc1
    6	2	-6	8	.	-1	.	.
Cc1ccc(S(=O)(=O)NC(=O)Cn2nnc(-c3ccccc3)c2COc2ccc3ccccc3c2)cc1
    -6	2	7	9	0.1	-2	-27	3
Cc1ccc(Cl)cc1N1CCN(C(=O)CNC(=O)c2ccc(Br)o2)CC1
    -8	.	3	7	.	0	-22	0
COc1cccc(CNC(=O)C[C@H]2CC[C@H](NC(=O)C3CCOCC3)[C@@H](CO)O2)c1
    -3	-5	7	.	-0.2	-3	-6	-1
CCCCCCN1C[C@@H](O)[C@H](n2cc(-c3ccc(F)cc3)nn2)C[C@@H]1c1ccccc1
    -19	.	.	1	-4.0	.	-9	.
COc1cc(Cn2nnc3ccccc32)ccc1O
    .	-4	-11	-1	.	-2	3	0

3 entries from above, ordered by the number in ERAP1 inh, high to low:
molecule	ERAP1 inh
CN(C)CCn1c(SCc2ccccc2C#N)nc2c(sc3ccccc32)c1=O	2
COc1cccc(CN(C)CC(=O)Nc2cc(S(=O)(=O)N3CCCC3)ccc2Cl)c1OC	1
Cc1ccc(NC(=O)CNC(=O)CC23CC4CC(CC(C4)C2)C3)c(O)c1	0

Continued.
Every second line gives: PGC1a acetyl inh	PglD DTNB	RAD54 branch	miR122 inh	E-selectin induc	Cneo AK release	RAD52 anneal inh	ERAP1 inh
COc1ccc(/C=N/Nc2nnc(Cc3ccc(OC)c(OC)c3)c(=O)[nH]2)cc1OC
    7	.	.	.	0.0	.	6	8
Nc1nc(SCC(=O)Nc2c(Br)cc([N+](=O)[O-])cc2Br)n[nH]1
    -1	2	-8	-18	-0.2	-2	-8	1
COc1ccc(NC(=O)N2CC(=O)N3[C@H](CO)[C@H](c4ccc(C#CCC5CCCC5)cc4)[C@@H]3C2)cc1
    -7	.	.	.	-0.5	.	-13	0
COc1cc(C2NC(=O)C(C#N)=C(S)N2c2ccc(C)cc2)ccc1OC(C)C (configuration not stated)
    -5	1	-13	2	.	1	.	.
Cc1ccc(CSCC(=O)NCc2ccc(F)cc2)cc1
    -8	.	.	0	0.2	.	-4	4
NC(=O)Cc1cn(-c2ncc(C(F)(F)F)cc2Cl)c2ccccc12
    1	-4	2	-2	.	-4	.	.
Cc1ccc(NC(=O)Nc2cccs2)nc1
    -5	-1	4	-1	.	0	.	.
O=C(C[C@H]1C=C[C@H](NC(=O)C2CC2)[C@@H](CO)O1)Nc1nccs1
    -1	1	-1	.	0.0	1	9	-2
O=C(Nc1ccc(OCCO)cc1)c1csc([C@H]2C[C@H](O)[C@@H](CO)O2)n1
    -6	.	-2	47	0.0	2	-22	10
C[C@H]1CN([C@@H](C)CO)C(=O)c2cccc(NC(=O)Nc3ccccc3)c2O[C@H]1CN(C)C(=O)Nc1ccc(C(F)(F)F)cc1
    -4	2	-2	-10[16.7 µM]	0.2	-6	-15	0
C[C@@H]1CCCCO[C@@H](CN(C)Cc2ccc3c(c2)OCO3)[C@@H](C)CN([C@@H](C)CO)C(=O)c2cc(NC(=O)Nc3ccc(F)cc3)ccc2O1
    -5	5	6	-2[16.7 µM]	0.1	1	0	0
CN(C1CCCCC1)S(=O)(=O)c1ccc(NC(=O)c2ccc(Br)o2)cc1
    -7	5	7	20	.	0	.	.
CN1C[C@@H](CO)O[C@@H](n2cnc3c(N4CCOCC4)ncnc32)C1
    9	-4	-2	-6	-0.1	-1	3	-2
CCN(CC)CC#CCC(O)(c1ccccc1)c1ccccc1
    -19	.	.	-2	1.2	.	-5	3
CNC(=O)CSc1nnc(NC(=O)C2CC(=O)N(c3ccccc3OC)C2)s1 (configuration not stated)
    .	-2	-15	.	-1.6	3	-16	0

Shown bar-delimited: entries from further up
molecule | PGC1a acetyl inh | PglD DTNB | RAD54 branch | miR122 inh | E-selectin induc | Cneo AK release | RAD52 anneal inh | ERAP1 inh
COc1ccc(/C=N/Nc2nnc(Cc3ccc(OC)c(OC)c3)c(=O)[nH]2)cc1OC | 7 | . | . | . | 0.0 | . | 6 | 8
Nc1nc(SCC(=O)Nc2c(Br)cc([N+](=O)[O-])cc2Br)n[nH]1 | -1 | 2 | -8 | -18 | -0.2 | -2 | -8 | 1
COc1ccc(NC(=O)N2CC(=O)N3[C@H](CO)[C@H](c4ccc(C#CCC5CCCC5)cc4)[C@@H]3C2)cc1 | -7 | . | . | . | -0.5 | . | -13 | 0
COc1cc(C2NC(=O)C(C#N)=C(S)N2c2ccc(C)cc2)ccc1OC(C)C (configuration not stated) | -5 | 1 | -13 | 2 | . | 1 | . | .
Cc1ccc(CSCC(=O)NCc2ccc(F)cc2)cc1 | -8 | . | . | 0 | 0.2 | . | -4 | 4
NC(=O)Cc1cn(-c2ncc(C(F)(F)F)cc2Cl)c2ccccc12 | 1 | -4 | 2 | -2 | . | -4 | . | .
Cc1ccc(NC(=O)Nc2cccs2)nc1 | -5 | -1 | 4 | -1 | . | 0 | . | .
O=C(C[C@H]1C=C[C@H](NC(=O)C2CC2)[C@@H](CO)O1)Nc1nccs1 | -1 | 1 | -1 | . | 0.0 | 1 | 9 | -2
O=C(Nc1ccc(OCCO)cc1)c1csc([C@H]2C[C@H](O)[C@@H](CO)O2)n1 | -6 | . | -2 | 47 | 0.0 | 2 | -22 | 10
C[C@H]1CN([C@@H](C)CO)C(=O)c2cccc(NC(=O)Nc3ccccc3)c2O[C@H]1CN(C)C(=O)Nc1ccc(C(F)(F)F)cc1 | -4 | 2 | -2 | -10[16.7 µM] | 0.2 | -6 | -15 | 0
C[C@@H]1CCCCO[C@@H](CN(C)Cc2ccc3c(c2)OCO3)[C@@H](C)CN([C@@H](C)CO)C(=O)c2cc(NC(=O)Nc3ccc(F)cc3)ccc2O1 | -5 | 5 | 6 | -2[16.7 µM] | 0.1 | 1 | 0 | 0

Other compounds.
Every second line gives: PGC1a acetyl inh	PglD DTNB	RAD54 branch	miR122 inh	E-selectin induc	Cneo AK release	RAD52 anneal inh	ERAP1 inh
CCC(=O)N1c2ccccc2NC2=C(C(=O)CCC2)C1c1cccnc1 (configuration not stated)
    -4	2	-1	-15	.	-1	.	.
C[C@@H]1CN([C@@H](C)CO)C(=O)Cc2cc(NC(=O)Nc3ccccc3)ccc2O[C@H]1CN(C)Cc1ccc(Cl)c(Cl)c1
    36	4	2	-10[16.7 µM]	-0.4	3	12	8
O=C(CN(c1cccc([N+](=O)[O-])c1)S(=O)(=O)c1ccccc1)N1CCCCC1
    .	-2	8	.	0.1	-7	-13	5
c1c(C2CCCCC2)n[nH]c1CN1CCCCC1
    -3	4	-2	6	-0.6	1	.	.
O=S(=O)(NCCc1ccccc1)c1ccccc1
    -5	0	2	74	.	3	.	.
OCCC1CN(Cc2ccccc2-c2ccco2)CCN1Cc1ccsc1 (configuration not stated)
    9	4	-3	-2	0.2	0	-15	.
